FBW7 activator – activators of human E3 ligase FBW7. Q969H0. AID 1259310. hit rate 0.13% among 650,000. normalized activity (activation), % at 26.1 µM. AlphaScreen FBW7–phospho-cyclin E peptide binding, activator screen; in the data active = normalized activity above about 1.9%;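 also: purified mutant Fbw7 with reduced substrate affinity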
Target sequence (Q969H0 whole entry, looked up): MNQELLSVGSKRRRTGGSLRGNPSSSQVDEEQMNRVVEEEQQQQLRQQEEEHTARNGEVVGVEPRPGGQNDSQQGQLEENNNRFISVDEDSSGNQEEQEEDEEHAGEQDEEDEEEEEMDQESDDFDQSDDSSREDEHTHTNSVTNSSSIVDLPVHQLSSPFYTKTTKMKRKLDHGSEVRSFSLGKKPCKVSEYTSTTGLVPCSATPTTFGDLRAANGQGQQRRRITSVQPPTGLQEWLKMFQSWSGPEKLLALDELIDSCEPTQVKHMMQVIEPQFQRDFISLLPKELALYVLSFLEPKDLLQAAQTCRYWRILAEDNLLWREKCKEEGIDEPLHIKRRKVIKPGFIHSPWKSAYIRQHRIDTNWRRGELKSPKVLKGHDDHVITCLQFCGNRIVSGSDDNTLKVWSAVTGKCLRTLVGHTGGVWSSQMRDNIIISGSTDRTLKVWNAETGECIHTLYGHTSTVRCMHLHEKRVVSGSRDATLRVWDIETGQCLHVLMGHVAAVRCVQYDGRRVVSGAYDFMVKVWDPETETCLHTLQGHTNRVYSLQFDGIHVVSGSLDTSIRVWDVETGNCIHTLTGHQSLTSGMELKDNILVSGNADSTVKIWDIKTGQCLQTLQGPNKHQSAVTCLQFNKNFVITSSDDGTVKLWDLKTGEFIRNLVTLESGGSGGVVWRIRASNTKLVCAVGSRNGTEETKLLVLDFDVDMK
GPR151 ag – activates the human receptor GPR151. Q8TDV0. PathHunter beta-arrestin GPR151 cells, luminescence. activation, % at 11.2 µM. hit rate 1% among 650,000. AID 1508602; in the data active = activation above about 4.9%;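 also: 0% = median of compound wells and 100% = cells with positive control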
Target sequence (Q8TDV0 whole entry, looked up): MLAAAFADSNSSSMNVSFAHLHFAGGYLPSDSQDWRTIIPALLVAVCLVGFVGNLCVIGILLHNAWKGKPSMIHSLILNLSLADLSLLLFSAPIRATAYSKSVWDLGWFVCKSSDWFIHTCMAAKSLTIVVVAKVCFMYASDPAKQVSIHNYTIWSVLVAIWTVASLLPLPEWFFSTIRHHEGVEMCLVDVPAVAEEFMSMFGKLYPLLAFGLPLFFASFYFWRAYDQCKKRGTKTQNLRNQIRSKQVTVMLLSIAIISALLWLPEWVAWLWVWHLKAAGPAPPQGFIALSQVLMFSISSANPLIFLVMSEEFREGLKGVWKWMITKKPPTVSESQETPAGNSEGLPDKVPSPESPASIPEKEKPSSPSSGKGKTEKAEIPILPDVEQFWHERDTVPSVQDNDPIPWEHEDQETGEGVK
MITF primary – blocks human microphthalmia-associated transcription factor; O75030; AlphaScreen MITF homodimerization, bead proximity signal; inhibition, % at 2.6 µM; hit rate 0.91% among 650,000; in the data active = inhibition above about 50%;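 also: 0% = vehicle wells with protein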
TEAD-YAP block – TEAD-YAP interaction inhibition; hit rate 1.4% among 640,000; AID 1259422; HEK-TIYL cells, TEAD-Gal4/YAP UAS-luciferase luminescence; inhibition, % at 9.12 µM; in the data active = inhibition above about 32%;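 also: 0% = median of test compound wells and 100% = reference inhibitor wells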
* marks the source's active call; other numbers are inactive results. Compounds were not picked by outcome. About 3.4% of those tested had a hit in this group.

SMILES | FBW7 activator | GPR151 ag | MITF primary | TEAD-YAP block
CCOc1cc(/C=N/NC(=O)C(=O)N2CCCCC2)ccc1O | 0.0 | 0.3 | 6 | 21
O=C(O)c1ccccc1/C=N/NC(=S)NCc1ccccc1 | 0.2 | 0.9 | -5 | -1
COc1cc(/C=C2\N=C(c3ccccc3)N(c3ccc(C)cc3C)C2=O)cc(OC)c1OC | 0.1 | 0.5 | -13 | -8
Cc1ccc(C)c(-c2csc(NC(=O)CN3C(=O)CCC3=O)n2)c1 | 0.1 | 0.9 | 15 | 12
CCNc1ncc(C)c(NC2CCN(Cc3ccccc3)CC2)n1 | 0.2 | 2.1 | 15 | 5
Cc1cccc(NC(=O)C(=O)N/N=C/c2c(Cl)cccc2Cl)c1 | 0.1 | 0.7 | -12 | -16
COc1ccc(-c2nnc3s/c(=C\c4ccccc4)c(=O)n23)cc1 | -0.3 | 0.3 | -10 | 0
N#C/C(=C\c1ccc(OCC(N)=O)cc1)C(=O)Nc1ccc(Cl)cc1[N+](=O)[O-] | 0.0 | 0.4 | -9 | -9
Cc1sc2nc(SCC(=O)Nc3c(Cl)cccc3Cl)n(-c3ccccc3)c(=O)c2c1C | -0.1 | -0.6 | -1 | 2
O=C(Nn1c(SCc2ccccc2Cl)nc2ccccc2c1=O)c1ccccc1 | 0.0 | -1.2 | 12 | -38
COc1cc(Br)cc2cc(C(=O)NC(C)c3ccccc3)c(=O)oc12 (configuration not stated) | 0.0 | 3.4 | 12 | 9
CC(=O)Nc1ccc(N=C2C(=O)Nc3ccc([N+](=O)[O-])cc32)cc1 | 0.1 | 0.4 | 7 | 0
Cc1cccc2cc(CN(Cc3ccccc3)C(=O)c3ccco3)c3nnnn3c12 | 0.1 | 4.1 | 23 | 7
COC(=O)CSc1nnc(-c2ccccc2)n1-c1ccccc1 | 0.2 | 0.7 | -13 | 6
O=C(NCCCO)/C(=C/c1ccc(Cl)cc1)NC(=O)c1ccco1 | -0.3 | 0.3 | -5 | -3
CS(=O)(=O)NCc1nnc(SCc2ccc(C(F)(F)F)cc2)o1 | -0.3 | 0.3 | -3 | 3
CC1=C(C(=O)OC2CCCCCC2)C(c2cccc(Br)c2)NC(=O)N1 (configuration not stated) | 0.0 | 2.1 | 5 | -4
O=C(Nc1c2c(nn1-c1ccc(Cl)cc1)CS(=O)(=O)C2)c1cc2ccccc2oc1=O | -0.1 | 0.4 | 2 | 9
Cc1c(C(=O)Nc2cccc(Cl)c2)sc2ncnc(N3CCOCC3)c12 | -0.1 | -0.3 | 2 | -4
Cc1c(C=Nc2ccc3ccccc3c2)c(O)n(C)c(=O)c1C#N | 0.3 | 0.5 | 3 | -17
CCOc1ccc(N(C(C)C(=O)Nc2ccc(C)c(Cl)c2)S(C)(=O)=O)cc1 (configuration not stated) | -0.1 | -0.2 | -4 | -11
COc1cc(C(=O)N2c3ccccc3NC3=C(C(=O)CC(c4ccco4)C3)C2c2cc(OC)c(OC)c(OC)c2)cc(OC)c1OC (configuration not stated) | 0.2 | 1.3 | 10 | -6
CN(C)c1cc(N/N=C/c2ccco2)nc(N(C)C)n1 | -0.6 | 0.2 | -3 | 2
Nc1ccc(N2CCCCC2)c([N+](=O)[O-])c1 | -0.4 | 0.6 | 25 | -10
CCC1=Nc2cc(C(=O)NCC(OC)OC)ccc2Sc2ccccc21 | -0.2 | -0.3 | 5 | 36*
CCOC(=O)C1=C(C)N=c2s/c(=C/c3ccccc3)c(=O)n2C1c1ccccc1F (configuration not stated) | 0.0 | -0.6 | -6 | 2
COc1cc(CN2CCN(c3ccc(C)cc3)CC2)cc([N+](=O)[O-])c1O | 0.0 | 2.1 | 7 | -4
O=c1c2c3c(sc2nc(SCc2cccc(Br)c2)n1-c1ccccc1)CCC3 | 0.2 | 0.0 | 3 | 1
O=C1C(=O)N(C2CCCC2)C(=O)N1C1CCCCC1 | 0.0 | 0.5 | -5 | -13
Cc1c(Cc2ccccc2)sc(NC(=O)/C=C/c2ccco2)c1C(N)=O | 0.0 | 0.5 | 9 | -8
CN(C(=O)c1cc(N)cc(N)c1)C1CC(C)(C)N(C)C(C)(C)C1 | 0.5 | 0.5 | 14 | -7
CCCNC(=O)c1ccccc1NC(=O)CN(c1cccc([N+](=O)[O-])c1)S(C)(=O)=O | 0.1 | -1.7 | 15 | 17
CCCN(CCC)S(=O)(=O)c1ccc(C(=O)Nc2nc3c(cc4c5c(cccc53)CC4)s2)cc1 | -0.1 | 0.2 | -3 | -10
CC1CCN(C(=O)c2ccccc2NC(=O)c2cccc(S(=O)(=O)N3CCOCC3)c2)CC1 | 0.0 | -1.3 | 13 | -1
CCn1nnnc1SCC(=O)c1ccccc1F | 0.0 | 0.7 | 9 | -11
COc1cc(OC)cc(C(=O)c2c(N)sc3c2CCC(C)C3)c1 (configuration not stated) | -0.3 | 1.2 | -5 | 54*
COc1cccc(CN2CCc3nnc(C(CC(C)C)NC(=O)c4cccnc4)n3CC2)c1 (configuration not stated) | 0.2 | -0.8 | 15 | -8
COc1cc(-c2cnn3c(Nc4cccc(N(C)C)c4)ccnc23)cc(OC)c1OC | -0.3 | 1.4 | 13 | -2
Cc1ccc(C(=O)/C=C\Nc2ccc3c(c2)OCO3)cc1 | 0.8 | -0.5 | 14 | -18
Cc1ccc(S(=O)(=O)NC(=O)Oc2cccc3cccnc23)cc1 | -0.1 | 0.0 | 10 | -6
CCCN1CCC(NCc2cccc(Cl)c2)CC1 | 0.0 | -0.2 | 29 | -2
Cc1nc2sc3c(c2c(=O)n1CC(=O)c1ccc(Cl)c(Cl)c1)CCCC3 | 0.0 | -0.4 | -16 | -2
N#Cc1c(C(F)(F)F)cc(=O)[nH]c1SCC(=O)O | -0.2 | 0.5 | 0 | -7
COc1ccc(N2CCN(S(=O)(=O)c3ccccc3)CC2)c([N+](=O)[O-])c1 | -0.6 | -0.8 | 4 | -6
CCN(CC)c1ccc(/C=C2/C(=N)N3N=C(C(F)(F)F)SC3=NC2=O)cc1 | 0.4 | 1.5 | 11 | -7
Cc1[nH]nc(SCC(=O)N2CCCCC2C)c1[N+](=O)[O-] (configuration not stated) | 0.7 | -8.5 | 14 | -17
O=c1cc(-c2cccc([N+](=O)[O-])c2)oc2ccc(Cl)cc12 | 0.2 | -0.2 | 4 | 4
COc1cccc(C(=O)c2nc3ccccc3n2C)c1OC | -0.2 | -0.2 | 14 | 1
COc1ccc(C(=O)Nc2ccccc2C(=O)NCCC(=O)O)cc1 | 0.0 | -0.9 | 11 | -2
CCCCN(CCCC)Cc1c(C(=O)O)[nH]c(=O)[nH]c1=O | 0.1 | 0.2 | -5 | 3

Single entries from the entries so far:
CC1CCN(C(=O)c2ccccc2NC(=O)c2cccc(S(=O)(=O)N3CCOCC3)c2)CC1 @ MITF primary: 13
Cc1c(C(=O)Nc2cccc(Cl)c2)sc2ncnc(N3CCOCC3)c12 @ TEAD-YAP block: -4

The results go on:
SMILES | FBW7 activator | GPR151 ag | MITF primary | TEAD-YAP block
COCCNC(=O)CCC1CCN(C(=O)c2ccco2)CC1 | 0.0 | -0.1 | 10 | 4
CNC(=O)C(=O)NCC1OCCCN1S(=O)(=O)c1ccc(Cl)cc1 (configuration not stated) | -0.1 | 0.3 | -3 | -1
O=C(CCc1nnc(CCCc2ccccc2)o1)NC(c1ccco1)C(F)(F)F (configuration not stated) | -0.1 | -0.8 | 9 | -65
O=C(CSc1nc(=O)n(CCCO)c2c1CCC2)N1CCCc2ccccc21 | 0.1 | -1.4 | 15 | 5
CCC(=NCCN(CC)CC)c1c(O)[nH]c(=O)[nH]c1=O | -0.1 | 1.2 | 1 | -4
CCOC(=O)N1CCc2c(sc(NC(=O)c3cccc([N+](=O)[O-])c3)c2C#N)C1 | 0.0 | 1.2 | 12 | 5
COc1ccccc1NC(=O)N1CCC(C(=O)Nc2cc(C)cc(C)c2)CC1 | -0.2 | 0.6 | -8 | 0
O=C(NCc1cccs1)C1(c2cc(-c3ccccc3F)on2)CC1 | -0.3 | -2.3 | -6 | -8
Cc1ccccc1OCC(O)CN1CCN(CC(O)COc2ccccc2C)CC1 (configuration not stated) | 0.3 | 2.4 | 9 | 7
CC(NC(=O)CCc1nnc(Cc2cccc(C(F)(F)F)c2)o1)C1CC1 (configuration not stated) | 0.0 | -0.8 | 8 | -51
COc1ccccc1/C=C/C(=O)Nc1ccc(S(=O)(=O)Nc2cc(C)nc(C)n2)cc1 | -0.1 | -0.9 | 0 | -1
Cc1c(C(=O)N2CCN(c3ccccc3F)CC2)sc2ncnc(N3CCc4ccccc4C3)c12 | 0.5 | -0.1 | 15 | 14
CNC(=O)COc1ccc(C23CC4CC(CC(C4)C2)C3)cc1 | -0.3 | 1.5 | -6 | -14
COc1cc([N+](=O)[O-])ccc1NC(=S)NNC(=O)c1ccc2c(c1)OCO2 | -0.3 | -1.9 | -1 | -12
O=C1CCCC/C1=N/Nc1ccc([N+](=O)[O-])cc1 | 0.0 | 0.3 | -5 | -7
CC(C)(C)c1ccccc1OCC(O)CN1CCCC1 (configuration not stated) | 0.7 | -1.1 | 9 | 7
O=C1NC(=O)C2C1C(c1cccs1)NN2Cc1ccccc1 (configuration not stated) | -0.3 | 0.3 | -1 | -9
O=C(NCCCN1CCN(c2cccc3ccccc23)CC1)Nc1ccc(F)cc1 | 0.5 | -1.6 | 5 | 4
Nc1ccc(CCc2nc3ccccc3[nH]2)cc1 | 0.7 | -2.1 | 3 | -20
Cc1ccc(-c2nn(-c3ccccc3)cc2C2CC(c3ccc(Cl)cc3)=NN2c2ccccc2)o1 (configuration not stated) | 0.0 | 1.9 | 1 | -4
COc1cc(C(=O)NC(=S)N2CCCCCC2)cc(OC)c1OC | -0.3 | -0.1 | -5 | 9
Cc1nnc(SCC(=O)N(c2ccccc2)c2ccccc2)s1 | -0.2 | 1.3 | 6 | 5
CCOc1oc(-c2ccc(OC)cc2)nc1C(F)(F)F | 0.0 | 0.1 | 19 | 12
O=C(O)CC1(CC(=O)N2CCC3(CC2)OCCO3)CCCC1 | 0.9 | -0.6 | 16 | 4
Nc1nc(Nc2ccc(N3CCOCC3)cc2)cc(N2CCN(c3ccccn3)CC2)n1 | -0.1 | -0.1 | -14 | -1
OC[C@H]1O[C@@H](n2cnc3c(Nc4ccccc4)ncnc32)C(O)[C@H]1O (some centres not stated) | 0.3 | -1.6 | -23 | -73
N#Cc1c(NC(=O)c2ccc(Cl)cc2Cl)oc(-c2ccccc2)c1-c1ccccc1 | 0.0 | -1.3 | 4 | 3
CC1(C)CC(=O)/C(=C/c2ccco2)CO1 | 0.1 | -0.9 | 10 | 3
CCOc1ccccc1OCCCn1c(-c2ccc(Cl)cc2)nc2ccccc2c1=O | 0.1 | 0.2 | -2 | 3
CCCn1c(=O)[nH]c2c(C(N)=O)nc(-c3ccc(C#N)cc3)nc21 | -0.1 | 0.1 | -3 | 1
CCc1ccc(NC(=O)CCCc2nnc3n(CC)c(=O)c4sccc4n23)cc1 | 0.0 | 2.3 | 5 | 6
C/C(=N\NC(=O)c1ccccc1Br)c1ccc(Cl)s1 | -0.1 | 0.8 | -8 | -16
Cc1nc(C)n(-c2ccc(Nc3nccc(-c4cccc(-n5nccn5)c4)n3)cc2)n1 | 0.1 | 1.4 | 8 | 8
C=CCNC(=O)C1CCN(c2cnccn2)CC1 | 0.6 | -0.2 | 21 | 5
Cc1ccc(N(CC(=O)NC2CCCC2)C(=O)Cn2nnc(-c3ccc(F)cc3)n2)cc1 | 0.1 | 0.2 | 16 | 9
CCN(CC)c1ccc(/C=N/Nc2nonc2N)cc1 | -0.2 | -0.5 | 3 | -27
COC(=O)c1nc2n(n1)C(c1cc(OC)c(OC)c(OC)c1)C=C(c1cccs1)N2 (configuration not stated) | -0.1 | -0.3 | -1 | 52*
CC1=C(C(=O)Nc2ccccc2Cl)C(c2ccc([N+](=O)[O-])cc2)NC(=O)N1 (configuration not stated) | 0.0 | 1.2 | -2 | -10
COC(=O)C1CCN(C(=O)Cn2c(-c3ccc(C)cc3)csc2=S)CC1 | 0.3 | -0.2 | -2 | 3
Cc1[nH]c2ccccc2c1-c1cc2c3c(C)n(C)c(C)c3c(C)nn2c1 | -0.2 | 0.0 | -20 | -8

Three compounds picked at random from the list so far, as already listed:
SMILES | FBW7 activator | GPR151 ag | MITF primary | TEAD-YAP block
CCN(CC)c1ccc(/C=N/Nc2nonc2N)cc1 | -0.2 | -0.5 | 3 | -27
Nc1ccc(N2CCCCC2)c([N+](=O)[O-])c1 | -0.4 | 0.6 | 25 | -10
COC(=O)C1CCN(C(=O)Cn2c(-c3ccc(C)cc3)csc2=S)CC1 | 0.3 | -0.2 | -2 | 3

Continuation.
SMILES | FBW7 activator | GPR151 ag | MITF primary | TEAD-YAP block
Cc1ccc(C(C)C)c(OCCCCN2CCNCC2)c1 | 0.0 | 0.6 | 75* | 3
Cc1c(N=Cc2cc(Cl)cc(Br)c2O)c(=O)n(-c2ccccc2)n1C | -0.1 | 0.9 | -2 | -2
Cc1ccc(C(=O)OCC(=O)NC(=O)NC(C)(C)C)cc1 | 0.0 | -1.3 | 9 | 4
CC1(C)CC(=O)c2sc(NC(=O)CCS(=O)(=O)c3ccc(F)cc3)nc2C1 | -0.1 | 0.0 | 8 | -21

Entries of single compounds, quoted from the list. Values in the order: FBW7 activator, GPR151 ag, MITF primary, TEAD-YAP block
`Cc1c(N=Cc2cc(Cl)cc(Br)c2O)c(=O)n(-c2ccccc2)n1C` in the list: -0.1, 0.9, -2, -2
`Cc1ccc(C(C)C)c(OCCCCN2CCNCC2)c1` in the list: 0.0, 0.6, 75*, 3
`CC1(C)CC(=O)c2sc(NC(=O)CCS(=O)(=O)c3ccc(F)cc3)nc2C1` in the list: -0.1, 0.0, 8, -21
`Cc1ccc(C(=O)OCC(=O)NC(=O)NC(C)(C)C)cc1` in the list: 0.0, -1.3, 9, 4
